# HIV RNase H inh: inhibitors of HIV-1 reverse transcriptase RNase H. actives 1.9% (n = 65,000). RT-RNase H RNA/DNA duplex cleavage, fluorescence. inhibition, % at 10 µM. P04585; in the data active = inhibition above about 50%
# RmlC RmlD mix: mixture blocks RmlC and RmlD coupled enzyme activity. RmlC/RmlD coupled enzyme inhibition, 384-well mixture HTS. inhibition, % at 5.5 µM. actives 0.39% (n = 110,000); in the data active = inhibition above about 30%, passing the limit was not always enough; inconclusive = no clear call, values can overlap the other calls; also: strong numbers were not always called active
# * marks the source's active call; other numbers are inactive results; ? = inconclusive; · = not tested or not shown.
SMILES	HIV RNase H inh	RmlC RmlD mix
CCCCCCC(=O)N1C/C=C\C(c2ccc(OC)cc2)N(Cc2ccc(F)cc2)C(=O)C1 (stereo unspecified)	·	5
O=C(OCC1CC(c2ccccc2)=NO1)c1ccc(Cl)cc1 (stereo unspecified)	·	-12
CCOC(=O)N1CCC(N2C(=O)c3ccc(C(=O)O)cc3C2=O)CC1	-14	5
Nc1nc2n(n1)C(c1cccc(Br)c1)CC(c1ccccc1)N2 (stereo unspecified)	-3	-36
O=C(O)c1n[nH]c2c1CCCCC2	-5	-14
C=CCNc1nc(NCc2ccco2)nc(OCC)n1	-23	25
COc1ccc(N2CCN(Cc3cc(=O)oc4cc5c(cc34)CCCC5)CC2)cc1	81*	2
O=C1N[C@@H](Cc2ccccc2)C(=O)N2[C@@H]3N(S(=O)(=O)c4ccc(F)cc4)c4ccccc4[C@]3(Br)C[C@@H]12	·	-18
Cc1c(NC(=O)CSc2nnnn2C)c(=O)n(-c2ccccc2)n1C	·	8
CC(C)N1C(=O)S/C(=C/c2ccc3c(c2)n(C)c(=O)n3C)C1=O	·	6
Cc1cc(C)c(C#N)c(Nc2ccccc2Cl)n1	-6	-3
Cc1cccc(-c2cc(=O)c(C(=O)O)cn2-c2ccc(F)cc2F)c1	·	-6
Cc1ccc2c(c1)N(CC(=O)NCc1cccs1)C(=O)C(C)O2 (stereo unspecified)	·	11
CCOC(=O)C1CCCN(C(=O)Cc2ccc(OC)c(OC)c2)C1 (stereo unspecified)	-7	-16
O=C(c1ccc2c(Cl)c3c(nc2c1)CCCC3)N1CCC(N2CCCCC2)CC1	·	-6
CCn1c(SCC(=O)c2ccc3ccccc3c2)nnc1-c1ccco1	·	-15

# 3 of the compounds above, as labelled records:
> O=C(c1ccc2c(Cl)c3c(nc2c1)CCCC3)N1CCC(N2CCCCC2)CC1
  HIV RNase H inh = ·
  RmlC RmlD mix = -6

> CCOC(=O)C1CCCN(C(=O)Cc2ccc(OC)c(OC)c2)C1 (stereo unspecified)
  HIV RNase H inh = -7
  RmlC RmlD mix = -16

> Cc1cc(C)c(C#N)c(Nc2ccccc2Cl)n1
  HIV RNase H inh = -6
  RmlC RmlD mix = -3

# Next compounds follow:
SMILES	HIV RNase H inh	RmlC RmlD mix
Cc1cccc2nc(Cn3c(=O)n(CCCC(=O)NCc4ccco4)c(=O)c4ccccc43)cc(=O)n12	-21	·
O=C(OCn1nnc2ccccc2c1=O)c1cn(-c2ccccc2)nc1-c1cccnc1	-26	-6
CCOC(=O)c1c(NC(=O)c2cccs2)sc2c1CC(C)(C)OC2	-11	28
CC(C)Oc1ccc(Oc2ccc(C(F)(F)F)cn2)cc1	·	4
COc1cccc(CNC(=O)c2cc3oc4ccccc4c3n2C)c1OC	-7	58
Cc1nc(N(C)C)c2sc(=S)n(C)c2n1	-31	9
CCOC(=O)C1=C(C)NC(=O)NC1C(C)C (stereo unspecified)	·	-18
c1ccc2c(-c3nc(C4CCCCC4)no3)cc(-c3ccncc3)nc2c1	-41	5

# Complete entries as entered above:
# Listed for CCCCCCC(=O)N1C/C=C\C(c2ccc(OC)cc2)N(Cc2ccc(F)cc2)C(=O)C1 (stereo unspecified) = HIV RNase H inh = ·; RmlC RmlD mix = 5
# Listed for Nc1nc2n(n1)C(c1cccc(Br)c1)CC(c1ccccc1)N2 (stereo unspecified) = HIV RNase H inh = -3; RmlC RmlD mix = -36

# Further structures follow:
SMILES	HIV RNase H inh	RmlC RmlD mix
COc1ccc(-c2nc(CS(=O)(=O)CC(=O)NCCc3cc(OC)ccc3OC)c(C)o2)cc1	-7	3
CS(=O)(=O)c1ccc2nc(NC(=O)Oc3ccccc3)sc2c1	-1	-20
O=C1CS/C(=N\C(=O)N2c3ccccc3Sc3ccccc32)N1	19	-9
NCCSc1c(-c2ccccc2)[nH]c2ccccc12	·	-10
CCCCCCCC(=O)N/N=C/c1ccc(Br)cc1	·	-7
CCC12CC3CC(C1)CC(C(=O)O)(C3)C2	-13	3
CCc1c(C)nc2[nH]nc(-c3ccccc3C)n2c1=O	1	5
CCOC(=O)c1c(C)[nH]c(C)c1C(=O)COC(=O)C1CCCN1S(=O)(=O)c1ccccc1F (stereo unspecified)	-3	·
O=C1CCCN1C(=O)CCC(=O)N1CCCC1=O	31	57
Cc1onc(-c2ccccc2Cl)c1C(=O)Nc1cccc(-c2nc3ncccn3c2C)c1	-15	·
CN(C)/C=C1\C(=O)c2ccc(N(C)C)nc2CC1c1ccccc1 (stereo unspecified)	22	·
Cc1cc(C)nc(SCCC(=O)Nc2ccccc2)n1	·	-13
CCCCCCOC(=O)C(C#N)c1nc2ccccc2nc1N1CCN(C)CC1 (stereo unspecified)	-3	-4
COc1ccc(-c2nn3c(-c4ccco4)nnc3s2)cc1OC	-26	14
O=C(NCc1cccs1)c1cnc2ccccn2c1=O	-11	17
O=C(O)C1C(c2ccccc2)C(C(=O)OCCCO)C1c1ccccc1 (stereo unspecified)	2	-9
CCOC(=O)c1ccc(NC(=O)N2CCN(Cc3cccc(F)c3)CC2)cc1	-1	-6
CCN(CC)C(=O)CSc1nnc2sc3ccccc3n12	-1	-6
CS(=O)(=O)N(CC(=O)NCC1CCCO1)c1cc(Cl)cc(Cl)c1 (stereo unspecified)	-5	-12
CS(=O)(=O)c1ccc(N)cc1	-10	14
COc1ccccc1NC(=O)CN1C(=O)C(C)Oc2ccccc21 (stereo unspecified)	-9	5
COc1ccc(-c2cn3cccnc3n2)cc1NC(=O)C1CC1	-8	-5
CCOC(=O)CSc1ncc(-c2ccccc2)nn1	·	-9
COc1ccc(-c2cc(C(F)(F)F)n3ncc(C(=O)NCC4CCCO4)c3n2)cc1OC (stereo unspecified)	-4	9

# A few values from above:
# RmlC RmlD mix result of COc1ccc(-c2cc(C(F)(F)F)n3ncc(C(=O)NCC4CCCO4)c3n2)cc1OC (stereo unspecified) is entered as 9
# RmlC RmlD mix result of CS(=O)(=O)c1ccc(N)cc1 is entered as 14
# RmlC RmlD mix result of CCOC(=O)c1ccc(NC(=O)N2CCN(Cc3cccc(F)c3)CC2)cc1 is entered as -6

# Additional compounds follow.
SMILES	HIV RNase H inh	RmlC RmlD mix
Cc1nn(CC(N)=O)c(=O)c2ccccc12	-8	-16
CCOc1c(Cl)cnn(-c2ccc(C)cc2)c1=O	·	-18
CC(NC(=O)c1ccccc1Cl)c1nnc(SCC(=O)Nc2ccc(C(=O)O)cc2)n1C (stereo unspecified)	·	-13
COc1ccccc1N1CCN(c2nc(-c3ccccc3)cc(C(F)(F)F)n2)CC1	13	10
COc1ccc(CCNS(=O)(=O)c2ccc(C(=O)NCc3ccco3)cc2)cc1OC	5	-278
Cc1cc(N2C(=O)C3CCCN3C2c2ccc(Cl)c(Cl)c2)no1 (stereo unspecified)	-25	?
CCCNS(=O)(=O)c1ccc(CCC(=O)N2CCN(CC)CC2)cc1	·	-2
CC(/C=N/NC(=O)Cc1cccn1C)=C\c1ccco1	·	9
COC(=O)Cc1c(C)c2ccc(OCC(C)=O)c(C)c2oc1=O	-1	8
CCO[C@H]1OC(C(=O)NCc2nc3ccccc3[nH]2)=C[C@@H](c2csc3ccccc23)[C@@H]1CCCO	·	-8
COc1ccc(NC(=O)COC(=O)c2c(C)noc2C)c(OC)c1	·	-7
CC(=O)OCCOc1nc(N(C)C)nc(N(C)C)n1	-17	10
CCOCCCNC(=O)c1cccs1	-13	-10
CCOC(=O)N1CCN(C(=O)c2ccc3c(SCC(=O)O)c4c(nc3c2)CCCC4)CC1	-3	4
NC(=S)N/N=C/c1ccc(-c2cc(Cl)ccc2Cl)o1	·	-10
Cc1c(Cc2ccc3c(c2)OCO3)sc(NC(=O)c2ccccc2)c1C(N)=O	·	?
CCCOc1ccc(C2C(C(=O)c3ccc(C)o3)=C(O)C(=O)N2CCCn2ccnc2)cc1 (stereo unspecified)	13	-11
N#C/C(=C(/O)COC(=O)CCC1CCCCC1)c1nc2ccccc2[nH]1	14	4
COC(=O)c1[nH]c2ccc(F)cc2c1NC(=O)C1=COCCO1	-14	11
COc1ccc(-c2cc(OC)c3c(C)oc(C)c3c(=O)c2)cc1OC	-16	-11
O=C(Cn1nnc(-c2ccccc2)n1)NCc1ccccc1	1	-27
COc1ccccc1CCNC1CCC(C(C)(C)C)CC1 (stereo unspecified)	·	8
OC(CCN1CCCC1)(c1ccccc1)C1CCCCC1 (stereo unspecified)	-5	6
CCOc1ccccc1N1CCN(c2nc(N)c(C#N)c(CC#N)c2C#N)CC1	2	6
CN1C(C(=O)NCc2ccc(OC(F)(F)F)cc2)CC2Cn3c(nc4ccccc43)C21 (stereo unspecified)	·	3
CC(=O)c1c(C)nc(C)nc1NC(=O)C(C)C	1	0
N/C(=N\OC(=O)c1ccccc1Cl)c1cccnc1	·	-4
CCOc1ccccc1N1C(=O)CC(Sc2ncccc2C(=O)O)C1=O (stereo unspecified)	18	-6
O=C(C1CCCN(Cc2ccccc2C(F)(F)F)C1)N1CCCCC1 (stereo unspecified)	·	-14
CCOc1ccc(-c2cc(C(=O)O)c3ccccc3n2)c(OCC)c1	-1	13
Nc1ccc(C(=O)OCC(=O)NC2CCCc3ccccc32)cc1[N+](=O)[O-] (stereo unspecified)	·	8
COc1ccc(S(=O)(=O)NCC(c2cccnc2)N2CCN(c3ccc(F)cc3)CC2)cc1C (stereo unspecified)	-5	-11
COc1ccc(S(=O)(=O)Nc2cc(C)ccn2)cc1OC	-17	6
COCCSc1nnc(NC(=O)Cc2ccccc2OC)s1	9	-4
COC(=O)c1c(NC(=O)CN2CCN(C(=O)c3ccco3)CC2)c2cc(C)ccc2n1C	6	3
CC(=O)c1cc2c(cc1NS(=O)(=O)c1ccccc1)OCO2	·	9
O=C(COC(=O)c1cccc(Oc2ccccc2)c1)NCc1ccco1	·	8
CC(=O)Nc1cccc(Oc2cc(C#N)c(C#N)cc2N2CCOCC2)c1	-4	-10
Cn1c(SCc2ccccc2F)nnc1-c1cnccn1	-9	12
Cc1ccc(/C=C/C(=O)c2ccc(C)cc2)cc1	·	-3
CC(C)c1ccc2oc(=O)cc(CN3CCN(c4ccc(F)cc4)CC3)c2c1	42	-30
COc1ccc(OCCSc2ncnc3nc[nH]c23)cc1	-16	-40
O=C(CCCn1c(SCC(=O)NCC2CCCO2)nc2ccccc2c1=O)NCC1CCCO1 (stereo unspecified)	-5	-8
Cc1sc2nc(CN3CCN(S(=O)(=O)c4cccc5nonc45)CC3)[nH]c(=O)c2c1C	-6	8
CCN(CCNC(=O)C1CCCN(Cc2nc(-c3ccc(OC)cc3)oc2C)C1)c1ccccc1 (stereo unspecified)	7	-10
N=c1c(C(=O)NCc2ccc(F)cc2)cc2c(=O)n3ccccc3nc2n1Cc1ccco1	1	·
C=CCc1ccc(OCCCOc2ccc(C)cc2OC)c(OC)c1	·	-8
CCCNC(=O)c1ccccc1NC(=O)c1ccc(CSc2ccccc2)cc1	·	-11

# In the list so far, seven contain two or more sulfur atoms:
SMILES	HIV RNase H inh	RmlC RmlD mix
CCOC(=O)c1c(NC(=O)c2cccs2)sc2c1CC(C)(C)OC2	-11	28
Cc1nc(N(C)C)c2sc(=S)n(C)c2n1	-31	9
CS(=O)(=O)c1ccc2nc(NC(=O)Oc3ccccc3)sc2c1	-1	-20
O=C1CS/C(=N\C(=O)N2c3ccccc3Sc3ccccc32)N1	19	-9
CCN(CC)C(=O)CSc1nnc2sc3ccccc3n12	-1	-6
COCCSc1nnc(NC(=O)Cc2ccccc2OC)s1	9	-4
Cc1sc2nc(CN3CCN(S(=O)(=O)c4cccc5nonc45)CC3)[nH]c(=O)c2c1C	-6	8

# The list continues:
SMILES	HIV RNase H inh	RmlC RmlD mix
C=CCSc1nc(C)c(CC=C)c(=O)[nH]1	-3	10
O=C(CNC(=O)c1cccc(Br)c1)NCCc1nc2ccccc2[nH]1	·	15
COc1ccc(S(=O)(=O)N(CC(=O)NC2CC2)c2ccc(C)cc2)cc1OC	-2	-12
O=c1cc2c(nn1Cc1ccc(Cl)cc1Cl)-c1ccccc1CC2	·	-12
O=C(CSc1ccccc1Cl)N1CCC(c2nc3ccccc3s2)CC1	·	-81
COc1ccccc1N1CCN(C(=O)COc2ccc(Cl)cc2)CC1	-15	-3
CCOC(=O)c1sc(NC(=O)c2c(OC)cccc2OC)nc1C	·	-12
CC(C)C(O)(C#CCN1CCCCC1)c1ccccc1 (stereo unspecified)	·	-11
Cc1ccccc1CN1CCN(CC(=O)NCCCN2CCN(c3ccc(F)cc3)CC2)C1=O	-31	-8
CCCCn1c(N2CCC(Cc3ccccc3)CC2)nc2c1c(=O)[nH]c(=O)n2C	-21	10
COC(=O)c1ccc(NC(=O)c2ccccc2NS(=O)(=O)c2ccccc2)cc1	·	-128
N#CC1=C(N)N2C(=C(C#N)C13CCN(Cc1ccccc1)CC3)Nc1ccccc12	38	-1
CCN(CC(=O)NC1CCS(=O)(=O)C1)C(=O)C(c1ccccc1)c1ccccc1 (stereo unspecified)	0	-5
Cc1ccc(-c2cc(-c3ccc(C)o3)nc(N)c2C#N)cc1	17	18
CC(C)C1Cc2[nH]c(=O)c(C(=O)O)cc2CO1 (stereo unspecified)	-10	-4
Cc1ccccc1CSc1nnc(NC(=O)C2COc3ccccc3O2)s1 (stereo unspecified)	·	7
O=S1(=O)N=C2CCCN2C(c2ccc(F)cc2)N1 (stereo unspecified)	1	4
COc1ccc(C(C(=O)NC2CCCC2)N(C(=O)c2snc(-c3ccc(F)cc3)c2N)c2ccc(F)cc2)cc1 (stereo unspecified)	·	-1
CCN(CC)c1ccc2cc(C(C)=O)c(=O)oc2c1	·	14
COc1cccc(N/C(SC)=C(/C#N)C(N)=O)c1	·	-5
COCCNC(C)C(=O)Nc1ccc(Br)cc1 (stereo unspecified)	2	-4
O=C1c2ccccc2C(=O)N1c1cccc(-c2nc3ccccc3o2)c1	23	-11

# Only part of the results is shown. The share of hits here may be higher or lower than overall.
